Screens (PubChem BioAssay)
T cruzi growth = inhibitors of T. cruzi proliferation. T. cruzi beta-gal in NIH3T3, GalScreen luminescence, 90 h. inhibition, % at 8.34 µM. 77,000 compounds, 5.9% hits;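 active means mean inhibition above about 93%, with at least 55% of replicates each passing it, limit read from the data, passing the limit was not always enough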
KDM4C inh = blocks human GASC-1 (KDM4C) demethylase activity | GST-KDM4C 2-372, H3K9me3 peptide, LANCE TR-FRET | inhibition, % at 12.5 µM | 96,000 compounds, 0.15% hits;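 active means mean replicate inhibition above about 25%, with at least 55% of replicates also reaching it, limit read from the data, passing the limit was not always enough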
Target sequence (Q9H3R0 2-372 limits assumed): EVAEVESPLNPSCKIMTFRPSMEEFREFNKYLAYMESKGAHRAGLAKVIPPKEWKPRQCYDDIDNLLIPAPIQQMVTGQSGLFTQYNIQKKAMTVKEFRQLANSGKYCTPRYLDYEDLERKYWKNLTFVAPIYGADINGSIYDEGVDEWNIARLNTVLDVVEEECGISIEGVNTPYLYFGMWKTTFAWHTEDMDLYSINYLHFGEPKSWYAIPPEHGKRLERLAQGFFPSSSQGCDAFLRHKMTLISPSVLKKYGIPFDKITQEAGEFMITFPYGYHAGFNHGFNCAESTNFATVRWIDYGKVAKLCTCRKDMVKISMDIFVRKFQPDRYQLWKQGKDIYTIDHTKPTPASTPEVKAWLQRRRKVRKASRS
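Material: GST-tagged GASC-1 (JMJD2C) catalytic fragment, aa 2-372. Input: enzyme final amount 10 nM. Medium: HEPES buffer, pH 7.5, plus ascorbate. Reagent: H3K9me3 peptide substrate, Fe(II), 2-oxoglutarate. Doses: single dose. Times: reaction 30 min RT, detection step 1 h RT. Measured by: LANCE TR-FRET. Evaluation: Fall in 671/618 emission ratio as inhibition.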
C diff growth = inhibitors of Clostridium difficile growth. Clostridium difficile clinical isolate growth, OD600, 24 h; stronger effect = lower value. growth activity, negative = inhibition, % at 16 µg/mL (by protocol). 86,000 compounds, 0.25% hits. AID 1259249;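 active means mean growth activity at or below -80% and every replicate also at or below -80%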;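 further: 0% = DMSO wells and -100% = levofloxacin 16 µg/mL wells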
Pf Dd2 inh = blocks growth of Plasmodium falciparum Dd2 parasites; P. falciparum Dd2 growth, SYBR Green, 72 h; stronger effect = lower value; activity change, % at 10 µM; 94,000 compounds, 2.3% hits; AID 1159554; in the data active means activity change below about -80%
* marks the source's active call; other numbers are inactive results; / = not tested or not shown. Not a hit list; about 7.2% have a hit in one of these screens.

| canonical_smiles | KDM4C inh | C diff growth | T cruzi growth | Pf Dd2 inh |
| --- | --- | --- | --- | --- |
| CN(C)CC(=O)N[C@@H]1C=C[C@@H](CC(=O)NCc2ccc(Cl)cc2)O[C@@H]1CO | 1.1 | -1 | 49 | -4 |
| C[C@@H]1CN([C@@H](C)CO)C(=O)c2cccc(NC(=O)c3nc4ccccc4s3)c2O[C@H]1CN(C)C(=O)Nc1cccc2ccccc12 | / | / | 47 | -94* |
| C[C@H]1CN([C@@H](C)CO)C(=O)c2cccc(NC(=O)Nc3ccccc3)c2O[C@H]1CN(C)Cc1ccc(Oc2ccccc2)cc1 | -1.5 | 50 | 2 | -12 |
| C[C@@H]1CN([C@@H](C)CO)S(=O)(=O)c2ccc(-c3ccncc3)cc2O[C@H]1CN(C)Cc1ccc(Oc2ccccc2)cc1 | 3.9 | 14 | 54 | -86* |
| CC(C)NC(=O)N(C)C[C@@H]1Oc2ccc(NC(=O)Cc3ccccc3)cc2C(=O)N([C@@H](C)CO)C[C@H]1C | -1.4 | 5 | / | 10 |
| CC(=O)N1CC(=O)N2[C@H](CO)[C@@H](c3ccc(-c4ccc(C(=O)N(C)C)cc4)cc3)[C@@H]2C1 | -1.0 | -1 | / | 25 |
| CC(C)C#Cc1ccc([C@@H]2[C@@H](CO)N3C(=O)CN(C(=O)c4ccc5c(c4)OCO5)C[C@@H]23)cc1 | 0.5 | 3 | / | -3 |
| CN(C)C(=O)c1ccc(-c2ccc([C@H]3[C@@H](C#N)N(C(=O)C4CC4)[C@@H]3CO)cc2)cc1 | -0.9 | -4 | 43 | -22 |
| CO[C@H]1CN(C)C(=O)c2cc(NC(=O)c3cnccn3)ccc2OC[C@H](C)N(C(=O)C2CC2)C[C@@H]1C | 1.4 | 0 | 49 | -14 |
| CCC(=O)Nc1ccc2c(c1)C(=O)N(C)[C@H]1CC[C@H](CC(=O)Nc3ccc(OC)cc3)O[C@@H]1CO2 | 1.2 | -9 | -2 | 0 |
| C[C@H]1CCCCO[C@@H](CN(C)CC2CCCCC2)[C@@H](C)CN([C@@H](C)CO)C(=O)c2cc(NC(=O)CCCN(C)C)ccc2O1 | 1.4 | 4 | 18 | -89* |
| COc1ccc(-c2ccc3c(c2)O[C@@H](CN(C)C)[C@H](C)CN([C@@H](C)CO)S3(=O)=O)cc1 | 0.0 | 9 | 18 | 3 |
| CCCNC(=O)[C@H]1[C@H](CO)[C@H]2Cn3c(cccc3=O)[C@H]2N1C(=O)C1CC1 | -0.4 | -4 | / | 8 |
| C[C@H](CO)N1C[C@H](C)[C@H](CN(C)C)Oc2ccc(NC(=O)C3CCCCC3)cc2CC1=O | 0.8 | -1 | -64 | 5 |
| C[C@@H]1CN([C@H](C)CO)C(=O)Cc2cc(NC(=O)C3CCCCC3)ccc2O[C@H]1CN(C)Cc1ccc(Cl)c(Cl)c1 | 4.9 | 1 | 87 | -27 |
| COc1cccc(C(=O)Nc2ccc3c(c2)C(=O)N(C)[C@H]2CC[C@H](CC(=O)NCC(F)(F)F)O[C@H]2CO3)c1 | -6.1 | 19 | 28 | -22 |
| O=C(C[C@@H]1CC[C@@H]2[C@H](COC[C@@H](O)CN2S(=O)(=O)c2ccccc2)O1)NCC1CCCCC1 | 1.9 | / | 34 | -36 |
| O=C(Nc1cccc(Cl)c1)N1C[C@@H]2[C@H](c3ccccc31)[C@@H](CO)N2C(=O)c1cccnc1 | -1.8 | 2 | 6 | 5 |
| C/C=C/c1ccc([C@H]2[C@@H](CO)N(C(=O)COC)[C@H]2CNC(=O)C2CCC2)cc1 | -0.8 | -3 | / | 14 |
| C[C@H](CO)N1C[C@H](C)[C@H](CN(C)C)Oc2cc(C3=CCCCC3)ccc2S1(=O)=O | 1.5 | / | -64 | -11 |
| COCC#Cc1ccc2c(c1)O[C@@H](CN(C)S(=O)(=O)c1cccc(OC)c1)[C@@H](C)CN([C@@H](C)CO)S2(=O)=O | -2.1 | 3 | 81 | -52 |
| COc1ccc(NC(=O)N(C)C[C@@H]2OCCCC[C@H](C)Oc3ccc(NC(=O)Nc4ccc(F)cc4)cc3C(=O)N([C@H](C)CO)C[C@@H]2C)cc1 | -0.1 | -3 | 81 | 5 |
| CCCNC(=O)N1CC2(CCN(C)CC2)c2c([nH]c3cc(OC)ccc23)[C@H]1CO | 0.8 | -6 | / | 39 |
| C[C@H](CO)N1C[C@H](C)[C@H](CN(C)Cc2ccncc2)OCCCC[C@H](C)Oc2ccc(NC(=O)Cc3ccccc3)cc2C1=O | -1.1 | -6 | 103* | -2 |
| C[C@@H]1CN([C@H](C)CO)C(=O)c2cc(NC(=O)Nc3ccccc3)ccc2O[C@@H](C)CCCCO[C@H]1CN(C)S(=O)(=O)c1ccc(Cl)cc1 | -2.6 | / | -6 | -81* |
| CNC[C@H]1OCc2ccccc2-c2c(n(C)c3ccccc23)C(=O)N([C@H](C)CO)C[C@H]1C | 0.0 | 1 | -61 | -28 |
| Cc1ccc(S(=O)(=O)N[C@H]2C=C[C@H](CC(=O)NCCCN(C)C)O[C@H]2CO)cc1 | 3.9 | 1 | -21 | 17 |
| COCC(=O)Nc1ccc2c(c1)C(=O)N(C)C[C@H](OC)[C@H](C)CN(C)[C@@H](C)CO2 | 3.8 | 6 | 8 | 30 |
| O=C(c1ccc(F)cc1)N1CCCCN2[C@H](C1)[C@@H](c1ccc(-c3ccc(F)cc3)cc1)[C@@H]2CO | / | 31 | 98* | 2 |
| C[C@H](CO)N1C[C@H](C)[C@@H](CN(C)Cc2ccc(Cl)c(Cl)c2)Oc2ccc(NC(=O)Cc3cn(C)c4ccccc34)cc2CC1=O | -3.1 | 2 | 64 | -69 |
| COc1ccc2c3c([nH]c2c1)[C@H](CO)N(Cc1ccccc1F)CC31CN(C(=O)C2CCOCC2)C1 | 0.0 | 0 | / | -56 |
| Cc1ccc(S(=O)(=O)Nc2ccc3c(c2)C(=O)N([C@@H](C)CO)C[C@H](C)[C@H](CN(C)S(=O)(=O)c2cccs2)O3)cc1 | 0.5 | -18 | -10 | -1 |
| C[C@@H]1CN([C@@H](C)CO)C(=O)c2cccc(NC(=O)c3cnccn3)c2O[C@H]1CN(C)C(=O)Nc1ccccc1 | -2.3 | -1 | -10 | -36 |
| CCCC(=O)Nc1ccc2c(c1)C(=O)N(C)C[C@@H](OC)[C@@H](C)CN(CC1CCOCC1)[C@H](C)CO2 | -1.1 | / | -9 | / |
| CCCNC(=O)C[C@@H]1CC[C@@H]2[C@H](COc3ccc(NC(=O)C4CCOCC4)cc3C(=O)N2C)O1 | -3.5 | -9 | 47 | 2 |
| C[C@@H]1CN([C@H](C)CO)S(=O)(=O)c2ccc(C3=CCCCC3)cc2O[C@H]1CN(C)S(=O)(=O)c1cn(C)cn1 | 4.3 | 4 | -26 | -13 |
| C[C@@H]1CN([C@@H](C)CO)S(=O)(=O)c2ccc(C3=CCCCC3)cc2O[C@H]1CN(C)C(=O)c1ccccc1 | -0.8 | -3 | 57 | -33 |
| Cc1noc(C)c1S(=O)(=O)Nc1ccc2c(c1)C(=O)N([C@H](C)CO)C[C@H](C)[C@H](CN(C)C(=O)CCC(F)(F)F)OCCCC[C@H](C)O2 | 0.1 | 14 | 3 | -20 |
| COc1ccc(S(=O)(=O)Nc2cccc3c2O[C@H](CN(C)C(=O)Nc2ccc(C(F)(F)F)cc2)[C@@H](C)CN([C@H](C)CO)C3=O)cc1 | 0.0 | 11 | -200 | 3 |
| O=C(C1CC1)N1CCCCN2[C@H](C1)[C@H](c1ccc(C#CC3CCCC3)cc1)[C@@H]2CO | 0.0 | 2 | 60 | 22 |

Part of the list above with just Pf Dd2 inh and KDM4C inh.
SMILES	Pf Dd2 inh	KDM4C inh
C[C@H](CO)N1C[C@H](C)[C@H](CN(C)Cc2ccncc2)OCCCC[C@H](C)Oc2ccc(NC(=O)Cc3ccccc3)cc2C1=O	-2	-1.1
C[C@@H]1CN([C@H](C)CO)C(=O)c2cc(NC(=O)Nc3ccccc3)ccc2O[C@@H](C)CCCCO[C@H]1CN(C)S(=O)(=O)c1ccc(Cl)cc1	-81*	-2.6

Other structures follow:
| canonical_smiles | KDM4C inh | C diff growth | T cruzi growth | Pf Dd2 inh |
| --- | --- | --- | --- | --- |
| CS(=O)(=O)N1[C@H](CO)[C@H](c2ccccc2-c2ccccc2F)[C@@H]1C#N | -0.8 | 1 | / | -1 |
| Cc1ccc(S(=O)(=O)N(C)C[C@@H]2Oc3cc(C#Cc4ccccc4)ccc3S(=O)(=O)N([C@H](C)CO)C[C@@H]2C)cc1 | -1.3 | 5 | / | -43 |
| C[C@@H]1CN([C@H](C)CO)C(=O)c2cc(-c3ccccc3F)cnc2O[C@H]1CN(C)C(=O)C1CCC1 | -1.6 | -1 | -5 | 23 |
| C[C@@H]1CN([C@@H](C)CO)C(=O)c2cc(NS(=O)(=O)c3cn(C)cn3)ccc2O[C@@H]1CN(C)C(=O)NC1CCCCC1 | -1.9 | / | 63 | 29 |
| O=C(NCc1ccc2c(c1)OCO2)[C@@H]1[C@@H](CO)[C@@H]2Cn3c(cccc3=O)[C@H]1N2Cc1cccnc1 | -0.8 | / | -6 | / |
| CC(C)C#Cc1cnc2c(c1)C(=O)N([C@H](C)CO)C[C@H](C)[C@H](CN(C)C(=O)c1cccnc1)O2 | 2.6 | 1 | 30 | 41 |
| CCCNC(=O)N1C[C@H](C)[C@@H](OC)CN(C)C(=O)c2ccc(NC(=O)CCC)cc2OC[C@H]1C | 0.8 | / | 41 | 24 |
| COc1ccc(NC(=O)N(C)C[C@@H]2Oc3c(NC(=O)c4ccncc4)cccc3C(=O)N([C@H](C)CO)C[C@@H]2C)cc1 | 0.4 | 1 | 39 | 11 |
| COCC(=O)Nc1ccc2c(c1)C(=O)N(C)C[C@H](OC)[C@@H](C)CN(CCc1ccccc1)[C@H](C)CO2 | 2.5 | 34 | -47 | -29 |
| Cc1noc(C)c1S(=O)(=O)N(C)C[C@H]1OCc2ccccc2-c2ccccc2C(=O)N([C@@H](C)CO)C[C@@H]1C | -0.7 | -3 | -40 | 40 |
| COc1ccc(S(=O)(=O)N(C)C[C@@H]2Oc3c(NC(=O)C4CCCCC4)cccc3C(=O)N([C@@H](C)CO)C[C@H]2C)cc1 | -2.2 | 3 | -53 | -70 |
| CCC(=O)N1[C@@H](CO)[C@H](c2ccc(-c3cccnc3)cc2)[C@@H]1CN(CC)C(C)=O | 0.6 | 3 | 66 | -1 |
| N#C[C@@H]1N[C@@H](CO)[C@@H]1c1ccc(C2=CCCCC2)cc1 | 0.3 | -22 | 63 | 13 |
| OC[C@H]1Nc2ccc(-c3ccc(F)cc3)cc2[C@@H]2[C@H]1CCN2Cc1ccc(F)cc1 | 1.9 | 48 | 31 | -46 |
| CCc1cnc(N2[C@H](CO)[C@@H](c3ccc(C4=CCCC4)cc3)[C@@H]2C#N)s1 | -2.7 | 16 | 83 | -9 |
| C[C@@H](NC(=O)C[C@H]1CC[C@@H](NC(=O)C2CCC2)[C@@H](CO)O1)c1ccccc1 | 0.3 | / | -2 | -2 |
| CCCNC(=O)N1CCC2(CC1)CN(Cc1ccccn1)[C@@H](CO)c1c2c2ccc(OC)cc2n1C | 0.0 | 2 | / | -66 |
| CN(C)CCCNC(=O)[C@@H]1[C@@H](CO)[C@@H]2Cn3c(ccc(-c4ccccc4)c3=O)[C@H]1N2C | 2.3 | -1 | -5 | 9 |
| C[C@@H]1CCCCO[C@@H](CN(C)C(=O)c2ccccc2)[C@H](C)CN([C@@H](C)CO)C(=O)c2cc(NS(=O)(=O)c3cccs3)ccc2O1 | -0.9 | 4 | 53 | 24 |
| COCCNC(=O)C[C@H]1CC[C@@H]2[C@@H](COc3ccc(NC(=O)Nc4cccc(F)c4)cc3C(=O)N2C)O1 | 2.2 | -2 | 14 | 14 |
| COc1cccc(C(=O)Nc2ccc3c(c2)C(=O)N(C)C[C@H](OC)[C@@H](C)CN(CC2CC2)[C@H](C)CO3)c1 | -0.2 | / | 42 | -8 |

6 structures out of the list, sorted by molar mass, largest number first:
| canonical_smiles | KDM4C inh | C diff growth | T cruzi growth | Pf Dd2 inh |
| --- | --- | --- | --- | --- |
| C[C@@H]1CCCCO[C@@H](CN(C)C(=O)c2ccccc2)[C@H](C)CN([C@@H](C)CO)C(=O)c2cc(NS(=O)(=O)c3cccs3)ccc2O1 | -0.9 | 4 | 53 | 24 |
| Cc1noc(C)c1S(=O)(=O)N(C)C[C@H]1OCc2ccccc2-c2ccccc2C(=O)N([C@@H](C)CO)C[C@@H]1C | -0.7 | -3 | -40 | 40 |
| COCCNC(=O)C[C@H]1CC[C@@H]2[C@@H](COc3ccc(NC(=O)Nc4cccc(F)c4)cc3C(=O)N2C)O1 | 2.2 | -2 | 14 | 14 |
| COc1cccc(C(=O)Nc2ccc3c(c2)C(=O)N(C)C[C@H](OC)[C@@H](C)CN(CC2CC2)[C@H](C)CO3)c1 | -0.2 | / | 42 | -8 |
| CN(C)CCCNC(=O)[C@@H]1[C@@H](CO)[C@@H]2Cn3c(ccc(-c4ccccc4)c3=O)[C@H]1N2C | 2.3 | -1 | -5 | 9 |
| CCc1cnc(N2[C@H](CO)[C@@H](c3ccc(C4=CCCC4)cc3)[C@@H]2C#N)s1 | -2.7 | 16 | 83 | -9 |
